Screening data as filed in PubChem.
MazF activator = activators of E. coli MazEF toxin-antitoxin RNase, primary screen, biochemical, fluorescence, uHTS | FAM/BHQ RNA-DNA oligo cleavage fluorescence, 5 h | activation, % at 20 µM | 350,000 tested, 0.32% active; in the data active means activation above about 50%
Vc quorum ag = inducers of Vibrio cholerae quorum light production without autoinducers, primary screen, BH1578 luxS cqsA deficient, single point. V. cholerae BH1578 lux reporter, luminescence, 6 h. AID 588436, 2011. 350,000 tested, 0.16% active. activation, % at 18.7 µM; in the data active means activation mostly above about 9.7%, no sharp cut-off; further: not every result past the cut was called active; inactives centre near 0; reference of the scale not given here
SARS 3CLpro inh = SARS-CoV 3CLpro protease inhibitors, primary screen, biochemical, quenched FRET; recombinant SARS-CoV 3CLpro, quenched FRET peptide cleavage; AID 1706, 2009; Replicase polyprotein 1ab (Severe acute respiratory syndrome coronavirus), P0C6X7; inhibition, % at 6 µM; 290,000 tested, 0.14% active; in the data active means inhibition above about 12%
Y pestis TopoI = Yersinia pestis topoisomerase I inhibitors, primary screen, biochemical, cleavage product accumulation, plate reader, single point; Y. pestis Topo-I cleavage product accumulation; 360,000 tested, 0.064% active; AID 504884, 2011; activity, % at 10 µM; DNA topoisomerase I (Yersinia pestis CO92); in the data active means activity above about 50%, passing the limit was not always enough; further: inactives centre near 2
CCHFV vOTU inh = CCHFV vOTU protease inhibitors, primary screen, biochemical, Pep-AMC substrate, fluorescence; inhibition, % at 11.5 µM; 370,000 tested, 0.55% active; Crimean-Congo hemorrhagic fever virus L polyprotein viral ovarian tumor (vOTU) protease …; AID 651958, 2012; in the data active means inhibition above about 30%; further: 0% = vehicle wells with enzyme and 100% = no enzyme wells
PriA SSB inh = inhibitors of Klebsiella pneumoniae PriA binding to SSB C-terminal tail, primary screen, biochemical, AlphaScreen; AlphaScreen SSBct-PriA binding, biotinylated peptide; inhibition, % at 33 µM; 430,000 tested, 0.6% active; PriA–SSB C-terminal tail interaction (Klebsiella pneumoniae); in the data active means inhibition mostly above about 37%, no sharp cut-off; inactive means mostly below about 20%;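 further: plate controls were negative control peptide for no effect and reference peptide for full effect; strong numbers were not always called active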
Rv3671c protease = Rv3671c serine protease inhibitors, primary screen, biochemical, fluorescence polarization, M. tuberculosis H37Rv; P9WHR9; inhibition, % at 5.96 µM; 320,000 tested, 0.048% active; AID 2606, 2010; in the data active means inhibition above about 38%;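 further: extracellular domain of Rv3671c used as enzyme; 0% = enzyme with DMSO and 100% = no enzyme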
TcdB GH inh = TcdB glycohydrolase inhibitors, primary screen, biochemical, single point, plate reader. 350,000 tested, 0.24% active. AID 652162, 2013. inhibition, % at 9.99 µM. TcdB glycohydrolase enzymatic assay. Toxin B (Clostridioides difficile), P18177; in the data active means inhibition above about 10%
Target sequence (P18177 whole entry, looked up): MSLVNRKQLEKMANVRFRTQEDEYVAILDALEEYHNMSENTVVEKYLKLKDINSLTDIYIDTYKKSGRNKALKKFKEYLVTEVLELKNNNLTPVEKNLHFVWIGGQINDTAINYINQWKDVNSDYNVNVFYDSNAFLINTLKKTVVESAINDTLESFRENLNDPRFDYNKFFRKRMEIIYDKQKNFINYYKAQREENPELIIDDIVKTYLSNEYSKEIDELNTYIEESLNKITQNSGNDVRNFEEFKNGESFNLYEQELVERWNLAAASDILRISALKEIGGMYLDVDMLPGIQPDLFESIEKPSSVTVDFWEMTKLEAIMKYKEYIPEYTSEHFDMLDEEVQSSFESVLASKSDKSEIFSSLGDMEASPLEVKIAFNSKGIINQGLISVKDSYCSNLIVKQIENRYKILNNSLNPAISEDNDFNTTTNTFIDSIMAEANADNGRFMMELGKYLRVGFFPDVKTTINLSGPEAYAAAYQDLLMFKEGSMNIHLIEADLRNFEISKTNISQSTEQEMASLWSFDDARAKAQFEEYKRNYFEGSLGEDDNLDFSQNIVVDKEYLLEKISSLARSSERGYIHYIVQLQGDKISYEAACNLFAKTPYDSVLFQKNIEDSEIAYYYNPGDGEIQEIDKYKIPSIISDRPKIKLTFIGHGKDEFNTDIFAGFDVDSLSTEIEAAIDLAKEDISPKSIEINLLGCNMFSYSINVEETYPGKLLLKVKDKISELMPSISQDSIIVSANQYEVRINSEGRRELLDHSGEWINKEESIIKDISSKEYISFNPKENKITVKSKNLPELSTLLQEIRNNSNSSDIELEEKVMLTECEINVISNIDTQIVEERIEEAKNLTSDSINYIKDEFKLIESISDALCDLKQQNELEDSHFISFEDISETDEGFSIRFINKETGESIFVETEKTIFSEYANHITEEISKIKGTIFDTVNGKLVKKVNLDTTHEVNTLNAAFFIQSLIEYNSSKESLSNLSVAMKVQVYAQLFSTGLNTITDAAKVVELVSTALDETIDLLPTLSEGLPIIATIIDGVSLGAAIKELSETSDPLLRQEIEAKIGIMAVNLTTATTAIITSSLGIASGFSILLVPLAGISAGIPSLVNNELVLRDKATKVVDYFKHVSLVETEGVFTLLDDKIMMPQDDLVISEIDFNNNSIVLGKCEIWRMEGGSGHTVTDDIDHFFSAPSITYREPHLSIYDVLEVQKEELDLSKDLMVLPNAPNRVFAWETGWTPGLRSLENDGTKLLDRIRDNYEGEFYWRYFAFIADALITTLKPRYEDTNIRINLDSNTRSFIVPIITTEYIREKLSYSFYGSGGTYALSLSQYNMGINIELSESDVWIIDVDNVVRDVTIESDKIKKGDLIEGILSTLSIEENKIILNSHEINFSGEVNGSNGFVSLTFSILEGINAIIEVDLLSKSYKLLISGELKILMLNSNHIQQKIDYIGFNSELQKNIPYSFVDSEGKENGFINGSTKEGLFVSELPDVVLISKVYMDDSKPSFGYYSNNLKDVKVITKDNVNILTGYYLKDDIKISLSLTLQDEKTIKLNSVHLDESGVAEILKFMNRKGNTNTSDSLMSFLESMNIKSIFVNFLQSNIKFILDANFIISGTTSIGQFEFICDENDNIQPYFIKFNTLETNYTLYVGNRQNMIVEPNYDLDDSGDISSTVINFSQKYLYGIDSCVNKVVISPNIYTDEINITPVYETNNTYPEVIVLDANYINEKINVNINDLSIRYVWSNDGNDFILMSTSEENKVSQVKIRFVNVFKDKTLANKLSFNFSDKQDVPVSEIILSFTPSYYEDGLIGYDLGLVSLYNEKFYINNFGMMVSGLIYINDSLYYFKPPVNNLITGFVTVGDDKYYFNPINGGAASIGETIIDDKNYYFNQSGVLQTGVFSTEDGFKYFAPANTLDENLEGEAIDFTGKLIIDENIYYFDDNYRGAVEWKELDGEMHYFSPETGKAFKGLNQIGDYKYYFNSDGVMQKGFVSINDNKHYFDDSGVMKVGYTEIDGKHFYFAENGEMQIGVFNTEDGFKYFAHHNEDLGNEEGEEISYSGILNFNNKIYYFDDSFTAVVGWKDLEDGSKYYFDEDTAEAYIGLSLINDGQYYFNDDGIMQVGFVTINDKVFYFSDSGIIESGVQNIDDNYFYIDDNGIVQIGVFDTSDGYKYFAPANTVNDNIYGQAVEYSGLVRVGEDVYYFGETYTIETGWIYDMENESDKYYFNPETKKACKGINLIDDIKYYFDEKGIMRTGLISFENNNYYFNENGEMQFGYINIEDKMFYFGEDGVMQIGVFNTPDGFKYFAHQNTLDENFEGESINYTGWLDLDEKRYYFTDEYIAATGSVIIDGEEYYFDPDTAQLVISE
DUSP3 inh = VHR1 phosphatase inhibitors, primary screen, biochemical, absorbance, uHTS; Dual specificity protein phosphatase 3 (Homo sapiens), P51452; recombinant VHR phosphatase, pNPP absorbance; inhibition, % at 13.3 µM; 290,000 tested, 0.52% active; in the data active means inhibition above about 50%; further: some compounds called inactive have numbers as strong as hits
PrPC TRFRET = inhibitors of human cell surface prion protein PrPC, primary screen, cell-based, TR-FRET. Major prion protein (Homo sapiens), P04156. 370,000 tested, 0.43% active. TR-FRET read-out. inhibition, % at 13.8 µM; in the data active means inhibition above about 24%; further: 0% = median of the test wells and 100% = reference compound wells
Active calls of the source: *; i = inactive; . = no result given. This is a subset; count on the stated rates, not on these rows.

SMILES	MazF activator	Vc quorum ag	SARS 3CLpro inh	Y pestis TopoI	CCHFV vOTU inh	PriA SSB inh	Rv3671c protease	TcdB GH inh	DUSP3 inh	PrPC TRFRET
Cc1ccc(C#CC(C)(O)C(C)(C)C)cn1 (configuration not stated)	-1	-1.0	3	3	-11	7	1	0.4	24	5
CN1C2CNC(=O)CC1C1CCC2C1 (configuration not stated)	3	i	.	0	-7	.	.	0.5	.	1
CCCc1cc(=O)n2nc(N3CCC(C(=O)Nc4c(F)c(F)c(F)c(F)c4F)CC3)sc2n1	12	-0.3	-2	-3	20	3	-4	3.0	-2	0
CCOC(=O)/C(O)=C/c1ncc(C(F)(F)F)cc1Cl	-6	0.5	5	6	4	6	2	.	20	6
C=CCn1c(SCc2ccc(Br)cc2F)nc2cc(C(=O)O)ccc2c1=O	-12	i	4	-2	22	-4	-6	1.2	8	1
CC(C)CCSc1nc(N2CCOCC2)c2c(c1C#N)CC(C)(C)OC2	-15	1.0	5	11	9	4	-1	.	8	-1
CCc1ccc(C(=O)C(C)OC(=O)C2COc3ccccc3O2)cc1 (configuration not stated)	-2	-0.2	4	28	13	-14	-5	0.6	-6	7
CCOC(=O)c1oc2cc(OC(C)=O)ccc2c(=O)c1-c1ccc(OC)c(OC)c1	10	-0.5	-10	-4	-1	-16	-4	1.7	6	-4
O=[N+]([O-])c1cccc(/C=N/NC2CCS(=O)(=O)C2)c1 (configuration not stated)	2	-0.2	-3	-4	-2	i	-12	-0.1	18	4
CC(C)(C)OC(=O)N1CCN(C(=O)c2[nH]cnc2C(=O)Nc2nccs2)CC1	5	2.7	.	8	15	-4	7	0.5	.	-6
COc1ccc2[nH]c(-c3ccccc3)cc2c1	8	-6.7	1	-5	-34	0	-6	0.8	12	5
COc1ccc(S(=O)(=O)Nc2ccc3cn[nH]c3c2)cc1C	9	i	1	-20	2	8	-1	0.2	14	6
O=C(O)CCc1ccccc1OC(=O)c1ccccc1	1	-0.5	2	-1	6	-7	3	-0.4	-5	-4
O=C(NCCCn1ccnc1)c1cc(-c2cccc(O)c2)on1	5	-0.3	3	-2	-6	-7	0	2.4	-1	-10
Cc1cc(C)nc(NC(=O)CCCC(=O)O)c1	5	0.9	2	-2	9	-22	-2	.	28	4
CN(CC1CCCO1)S(=O)(=O)c1ccc(C(=O)Nc2nc(-c3ccccn3)cs2)cc1 (configuration not stated)	8	-1.6	-4	23	.	44*	-6	.	-5	.
O=C(Nc1cccc(Br)c1)/C(=C\c1cccnc1)NC(=O)c1ccco1	0	0.3	-2	1	-5	-7	5	.	5	0
Cc1ccccc1NC(=O)c1ocnc1C	2	i	0	2	-1	-1	14	-1.0	39	-5
COc1ccc(NC(=O)c2cccnc2)c(OC)c1	2	i	3	1	-10	-4	4	.	11	-8
Cc1cc2ncc(-c3ncc(C(F)(F)F)cc3Cl)cn2n1	0	-0.5	4	1	15	-7	1	-1.4	-2	-8
CN(c1ccccc1)S(=O)(=O)c1cc(C(=O)Nc2ccccc2N2CCOCC2)ccc1Cl	-5	i	.	30	7	-10	.	-2.0	.	-6
O=C(O)C1CCCN1C(=O)c1cncc(Br)c1 (configuration not stated)	-10	-0.5	1	-13	5	-18	-8	0.5	19	2
Cc1cc(C)c(C)c(S(=O)(=O)NC(C)C(=O)O)c1C (configuration not stated)	3	-0.4	0	11	-6	-5	2	1.5	0	5
CCCCN(C)S(=O)(=O)c1c(C)[nH]c(=O)[nH]c1=O	0	i	-1	4	21	-7	1	-0.2	-8	-3
CCOC(=O)c1c(CN(C)C)n(C)c2ccc(OC(C)=O)cc12	2	.	-1	0	6	-13	-4	.	17	-13
CCN(Cc1ccncc1)Cc1c(O)ccc2cc(Br)ccc12	-4	-0.3	3	7	15	-8	.	4.8	13	5
Cc1cc(C)c(NC(=O)Nc2ccccc2)c(Cl)c1	-1	-0.3	8	-4	22	2	0	.	42	7
Cc1ccnc(NS(=O)(=O)c2ccc(C(C)(C)C)cc2)c1	.	.	3	.	-4	.	-13	0.9	18	5
C[C@@H]1O[C@@H](OC[C@H]2O[C@@H](Oc3cc(O)c4c(=O)cc(-c5ccc(O)c(O)c5)oc4c3)[C@H](O)[C@@H](O)[C@@H]2O)[C@H](O)[C@H](O)[C@H]1O	7	i	.	-11	.	-1	11	.	.	.
FC(F)(F)c1cc(C(F)(F)F)c2ccc(N3CCN(c4ncccn4)CC3)nc2n1	4	-0.2	1	0	-11	-7	-1	-0.5	29	1
COc1cc(/C=N/NC(=O)c2nnn(-c3nonc3N)c2C(C)C)ccc1OCc1ccc(F)cc1	-14	-0.3	7	-5	15	.	-61	0.3	-12	7
CNc1nc(N)nc(-c2cc(Cl)ccc2OC)n1	-12	-0.5	1	-6	1	-14	3	1.3	-10	1
CCOC(=O)c1sc(N(C)C)nc1-c1ccccc1	0	4.5	-3	-8	2	-13	7	.	-5	-6
COCCNc1nc2cc(-c3ccccc3C)sc2c(=O)n1C	.	0.3	.	19	15	.	.	0.5	.	5
COCCCNC(=O)c1sc2ncnc(N3CCc4ccccc4C3)c2c1C	11	i	-5	20	6	-1	0	.	-3	-72
O=C(Cc1cccs1)NNC(=S)NC(=O)c1ccco1	-17	-0.2	5	4	-7	0	9	2.8	12	-10
O=C(Cn1ncc(N2CCCC2)c(Br)c1=O)c1ccc(Cl)cc1	11	.	-3	12	18	-5	5	1.7	4	7
O=C(NNC(=O)C1CCN(C(=O)Nc2ccccc2)CC1)c1ccc(F)cc1	6	-0.3	.	0	-6	-11	0	0.5	.	2
CN(C)S(=O)(=O)c1ccc(N2CCCC2)c(C(=O)Nc2nc(-c3cc(F)ccc3F)cs2)c1	-1	-0.2	-4	-2	-7	-1	-5	0.5	5	5
COc1ccccc1OCC(=O)Nc1ccccc1C(=O)N1CCCC1	-13	-0.2	-1	-8	-11	-10	-3	-0.8	-25	2

Two of these compounds, set out differently:
> Cc1cc(C)c(C)c(S(=O)(=O)NC(C)C(=O)O)c1C (configuration not stated)
- MazF activator = 3
- Vc quorum ag = -0.4
- SARS 3CLpro inh = 0
- Y pestis TopoI = 11
- CCHFV vOTU inh = -6
- PriA SSB inh = -5
- Rv3671c protease = 2
- TcdB GH inh = 1.5
- DUSP3 inh = 0
- PrPC TRFRET = 5
> CCCCN(C)S(=O)(=O)c1c(C)[nH]c(=O)[nH]c1=O
- MazF activator = 0
- Vc quorum ag = i
- SARS 3CLpro inh = -1
- Y pestis TopoI = 4
- CCHFV vOTU inh = 21
- PriA SSB inh = -7
- Rv3671c protease = 1
- TcdB GH inh = -0.2
- DUSP3 inh = -8
- PrPC TRFRET = -3

(cont.)
SMILES	MazF activator	Vc quorum ag	SARS 3CLpro inh	Y pestis TopoI	CCHFV vOTU inh	PriA SSB inh	Rv3671c protease	TcdB GH inh	DUSP3 inh	PrPC TRFRET
c1ccc(C[n+]2csc3ccccc32)cc1	-4	-0.6	0	4	-19	12	-2	-1.0	37	9
COc1cccc(C2c3c(oc4ccc(F)cc4c3=O)C(=O)N2CCCN2CCOCC2)c1 (configuration not stated)	-5	0.4	-1	2	-1	2	7	0.5	12	-14
C(=N\N=C\c1cccs1)/c1cccs1	4	-0.6	-1	12	15	.	-2	1.1	12	-8
Cc1ccc2cc(C=C(C#N)C#N)c(Cl)nc2c1	-7	-0.2	0	-2	-16	-11	-4	-0.1	-5	-2
COc1ccc2oc(C(=O)OCC(=O)NC3CCCC3)c(C)c2c1	-1	i	0	14	-18	1	-5	0.6	-5	-3
COCCN(CCOC)C(=O)N1CCOCC1	1	-0.4	3	-1	0	-3	0	2.0	0	-1
S=c1[nH]nc(-c2ccco2)n1/N=C/c1ccc(Br)s1	3	-0.7	-6	4	15	.	-5	.	23	0
CCOC(=O)C1CCCN(C(=O)c2cc(-c3ccco3)nc3ccccc23)C1 (configuration not stated)	-3	i	.	1	-51	-8	-1	0.1	.	3
CCCCc1ccc(NC(=O)COCC)cc1	-1	-0.3	2	-4	3	0	-5	.	-20	21
Cc1ccc(C(c2cc(Cl)c3cccnc3c2O)N2CCN(C)CC2)cc1 (configuration not stated)	-25	-0.1	9	-12	.	34	5	.	-17	.
CCOc1ccc(NC(=O)c2c[nH]n3c(=O)cc(C4CCN(C(=O)OC(C)(C)C)CC4)nc23)cc1	6	-0.5	2	8	10	8	11	0.2	-1	-6
COC(=O)c1ccccc1NC(=S)NC(=O)CC(C)C	-1	-0.3	5	-7	-6	-2	1	.	38	6
CC(=O)c1ccc(N2CCc3ccccc3C2)c([N+](=O)[O-])c1	2	i	0	11	-4	18	1	1.2	-14	-14
CCc1nc2c(OCC3COc4ccccc4O3)cccn2c1N(C)C(=O)c1ccccc1F (configuration not stated)	.	-0.7	.	28	10	.	.	0.6	.	7
CCOC=C1C(=O)N(C(C)=O)c2cc(OC)c(OC)cc21	5	i	.	28	-8	-11	.	2.2	.	-9
Cc1ccsc1C(=O)NC(C)c1ccc2c(c1)OCO2 (configuration not stated)	12	i	0	-5	-3	-8	0	.	18	-4
NC(=O)C1CCCN(C(=O)c2cccc(S(=O)(=O)N3CCCCCC3)c2)C1 (configuration not stated)	-6	-0.9	.	6	3	2	-1	0.6	.	9
O=C(O)C(S)C(S)C(=O)O (configuration not stated)	3	0.8	.	-1	.	-7	-10	.	.	.
CN1CCN(C(=O)c2ccc(Cn3cc(Cl)cn3)o2)CC1	7	-0.2	-5	5	8	-8	3	-0.6	-36	10
O=C(COC(=O)c1n[nH]c(=O)c2ccccc12)NCc1ccccc1	-3	i	.	1	15	-8	1	-1.7	.	-7

Of the compounds above, these contain a Cl atom.
SMILES	MazF activator	Vc quorum ag	SARS 3CLpro inh	Y pestis TopoI	CCHFV vOTU inh	PriA SSB inh	Rv3671c protease	TcdB GH inh	DUSP3 inh	PrPC TRFRET
CCOC(=O)/C(O)=C/c1ncc(C(F)(F)F)cc1Cl	-6	0.5	5	6	4	6	2	.	20	6
Cc1cc2ncc(-c3ncc(C(F)(F)F)cc3Cl)cn2n1	0	-0.5	4	1	15	-7	1	-1.4	-2	-8
CN(c1ccccc1)S(=O)(=O)c1cc(C(=O)Nc2ccccc2N2CCOCC2)ccc1Cl	-5	i	.	30	7	-10	.	-2.0	.	-6
Cc1cc(C)c(NC(=O)Nc2ccccc2)c(Cl)c1	-1	-0.3	8	-4	22	2	0	.	42	7
CNc1nc(N)nc(-c2cc(Cl)ccc2OC)n1	-12	-0.5	1	-6	1	-14	3	1.3	-10	1
O=C(Cn1ncc(N2CCCC2)c(Br)c1=O)c1ccc(Cl)cc1	11	.	-3	12	18	-5	5	1.7	4	7
Cc1ccc2cc(C=C(C#N)C#N)c(Cl)nc2c1	-7	-0.2	0	-2	-16	-11	-4	-0.1	-5	-2
Cc1ccc(C(c2cc(Cl)c3cccnc3c2O)N2CCN(C)CC2)cc1 (configuration not stated)	-25	-0.1	9	-12	.	34	5	.	-17	.
CN1CCN(C(=O)c2ccc(Cn3cc(Cl)cn3)o2)CC1	7	-0.2	-5	5	8	-8	3	-0.6	-36	10
